From PubChem BioAssay
TNF death inh: blocks TNF-alpha induced death of Jurkat FADD-/- cells; 220,000 tested, 0.068% active; Jurkat FADD-/- TNF necroptosis rescue, ATP luminescence, 24 h; 0 = TNF only, 100 = no-TNF cells; activation (protection from cell death), % at 10 µM; AID 463075;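 active = activation, meaning protection from cell death, of at least 50% relative to plate controls; inactive = activation below 50%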;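 note: necroptosis triggered by 40 ng/mL TNF-alpha added together with compound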
FXIa inh 1536: factor XIa (human) inhibition; 220,000 tested, 0.14% active; purified FXIa, Boc-Glu-Ala-Arg-AMC fluorogenic substrate; P03951; inhibition, % at 5 µM;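 active = inhibition of at least 40%; inactive = inhibition below 40%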;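 note: fluorescence of freed AMC excited at 355 nm; 0% = enzyme without compound and 100% = no enzyme blank; many of its hits are not listed in these tables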
Target sequence (P03951 19-387 limits assumed): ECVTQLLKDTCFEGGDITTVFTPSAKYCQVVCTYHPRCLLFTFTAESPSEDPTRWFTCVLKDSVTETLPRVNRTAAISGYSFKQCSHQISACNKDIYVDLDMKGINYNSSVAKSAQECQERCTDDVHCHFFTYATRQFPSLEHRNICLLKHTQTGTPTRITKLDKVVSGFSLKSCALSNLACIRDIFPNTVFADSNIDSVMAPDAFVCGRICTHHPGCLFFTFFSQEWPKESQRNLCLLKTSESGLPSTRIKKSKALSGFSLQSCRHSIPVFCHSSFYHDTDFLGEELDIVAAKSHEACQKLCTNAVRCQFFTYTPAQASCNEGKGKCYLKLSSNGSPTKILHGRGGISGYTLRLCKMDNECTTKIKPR
Target sequence (P03951 388-625 limits assumed): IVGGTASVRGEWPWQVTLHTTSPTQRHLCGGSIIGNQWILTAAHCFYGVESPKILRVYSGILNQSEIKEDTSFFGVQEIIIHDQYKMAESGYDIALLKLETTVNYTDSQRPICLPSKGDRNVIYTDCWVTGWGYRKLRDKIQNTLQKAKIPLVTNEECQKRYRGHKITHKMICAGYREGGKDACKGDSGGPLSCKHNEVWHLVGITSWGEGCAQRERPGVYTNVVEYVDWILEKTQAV
Wee1 stabilizer: inhibitors of human Wee1 degradation; HeLa Luc-Wee1K328M stability, luciferase luminescence; 100% = proteasome inhibitor MG132 effect; reporter increase, % at 5 µM; P30291; AID 1321; 220,000 tested, 1.2% active;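 active = activation above the mean of all tested compounds plus 3 SD, set per screening run, cut at about 8.8% in these data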;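 note: cells exposed to compound for 20 h before luminescence read; 0% = DMSO alone and 100% = MG132 at 30 µM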
Tb hexokinase: T. brucei hexokinase 1 inhibition. 220,000 tested, 0.11% active. recombinant TbHK1, G6PDH-coupled NADH A340. AID 1430. inhibition, % at 10 µM;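 active = inhibition of 50% or more in the single-dose primary screen; inactive = inhibition below 50%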
FXIIa inh 1536: blocks human coagulation factor XIIa protease activity; P00748; purified FXIIa, Boc-QGR-AMC fluorogenic substrate, 2 h; inhibition, % at 5 µM; 220,000 tested, 0.3% active; AID 800; in the data active = inhibition above about 40%;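 note: 0% = enzyme with no compound and 100% = blank without enzyme; many of its hits are not listed in these tables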
L929 necroptosis: blocks zVAD induced death of L929 cells; L929 zVAD necroptosis rescue, ATP luminescence, 24 h; with zVAD 60 µM; viability rescue, % at 10 µM; 220,000 tested, 0.38% active; AID 1377;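 active = activation, scaled between plate controls, above about 75%, limit read from the data; inactive = activation under that limit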;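 note: 0% = zVAD with DMSO and 100% = DMSO alone without zVAD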
CHOP inhibitor: CHOP inhibition in unfolded protein response. CHO-K1 CHOP-promoter luciferase, tunicamycin-induced, 15-18 h. inhibition, % at 10 µM. 220,000 tested, 3.8% active. AID 2732;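 active = compounds that reduced the stress-induced luciferase reporter signal by more than about 70% of percent inhibition, limit read from the data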;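 note: 0% = tunicamycin plus vehicle and 100% = wells without tunicamycin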
PGE2 EP2 inh: inhibitors of human EP2 prostaglandin E2 receptor | 260,000 tested, 0.52% active | inhibition, % at 25 µM | C6 glioma cells expressing human EP2, cAMP TR-FRET; cells stimulated with saturating PGE2 | P43116;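 active = percent inhibition above 40 after rounding to a whole number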;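 note: rat C6 glioma host cells with rolipram phosphodiesterase inhibitor present; the protocol text gives 20 µM as final concentration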
Target sequence (P43116 whole entry, looked up): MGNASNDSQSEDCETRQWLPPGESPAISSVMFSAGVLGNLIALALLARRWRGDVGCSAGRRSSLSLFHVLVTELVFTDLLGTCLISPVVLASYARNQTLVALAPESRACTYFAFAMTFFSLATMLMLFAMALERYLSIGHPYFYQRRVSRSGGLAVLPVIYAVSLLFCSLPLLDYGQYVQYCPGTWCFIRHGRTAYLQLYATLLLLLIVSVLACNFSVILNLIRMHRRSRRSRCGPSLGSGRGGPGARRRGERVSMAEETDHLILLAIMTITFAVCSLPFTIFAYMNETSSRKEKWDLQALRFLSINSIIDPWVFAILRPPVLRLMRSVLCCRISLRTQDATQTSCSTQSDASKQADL
PPC-1+TRAIL kill: compounds killing PPC-1 cancer cells with TRAIL present (potentiator screen, no TRAIL-free arm); PPC-1 cells + TRAIL, ATPLite viability luminescence; cell killing (% activity), % at 4 µM; 220,000 tested, 0.41% active; AID 1443;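 active = cell killing above 50% in the first pass at 4 µM, then a duplicate retest at 5 µM averaging 50% or more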;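 note: plate controls were cells with TRAIL plus DMSO for no effect and medium-only wells lacking cells for full effect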
* hit, by the source's call; x = no result given; & = joins results of further samples. Some of the compounds tested; the hit share may differ from the screen's.

SMILES	TNF death inh	FXIa inh 1536	Wee1 stabilizer	Tb hexokinase	FXIIa inh 1536	L929 necroptosis	CHOP inhibitor	PGE2 EP2 inh	PPC-1+TRAIL kill
COc1cc(S(=O)(=O)N2CCCCC2)ccc1NC(=O)c1ccccc1Cl	1.4	12.7	0.3	0.9	22.9	-0.3	13.3	5.2&8.4	2.2
C=CC(C)n1c(Br)nc2c1c(=O)[nH]c(=O)n2C (stereo unspecified)	-0.3	-2.5	-1.1	22.6	4.8	0.5	-15.5	0.0	1.8
c1cncc(CSc2ccc(-c3ccc4c(c3)OCO4)nn2)c1	0.3	-1.5	-0.8	-5.5	11.9	73.8	-31.8	2.6	1.7
COc1ccc(Cl)c2c1[nH]c1nc(SCc3cccnc3)nnc12	0.6	-3.8	12.7*	-5.1	1.0	1.1	86.1*	2.2	19.4
COc1ccc(C(=O)CN(C(=O)c2ccc(Cl)cc2)N2C(=O)c3ccccc3C2=O)cc1	0.9	3.2	-0.9	-0.1	19.4	0.1	6.6	2.2	15.8
CN(C)/C=N/c1ncc(C(=O)c2ccc(-c3ccccc3)cc2)s1	-2.7	-1.2	-3.1	-17.3	6.3	1.7	0.4	3.5	20.6
COc1ccc(OC)c2c1CCC2=O	-1.3	5.5	-1.4	-18.0	0.4	-0.1	35.6	-2.8	8.2
CN(C)CCCN(C(=O)c1ccco1)c1nc2ccc(Cl)cc2s1	0.0	-2.5	-3.0	3.4	9.2	1.7	-6.3	11.6	9.1
Cc1ccc(/C=C/C(=O)O)cc1S(=O)(=O)N1CCc2ccccc2C1	0.6	-8.1	-2.1	-0.8	x	1.3	-7.5	11.0	-4.0
O=S(=O)(NC1CCCCCC1)c1cccc2cccnc12	0.0	0.5	-3.2	7.1	8.5	0.1	-3.4	4.5	5.7
CCN1/C(=C/c2cc[n+](CCCS(=O)(=O)[O-])c3ccccc23)Sc2ccccc21	-1.2	0.7	2.8	7.9	8.1	-0.9	-0.2	7.8	2.8
CCCCNC(=O)CC(C(=O)N1CCc2ccccc21)n1ccnc1 (stereo unspecified)	0.0	0.8	4.0	-2.6	12.9	0.5	-1.8	5.0	27.1
CCOC(=O)N1CCC(N2Cc3cccc(C(=O)NCc4ccc5c(c4)OCO5)c3C2=O)CC1	-1.3	-6.0	-3.5	-4.4	3.2	-0.4	18.3	10.6	0.0
O=C1c2ccccc2C(=O)C12OC(c1ccccc1)C1(C(=O)c3ccccc3C1=O)C2c1cccc([N+](=O)[O-])c1 (stereo unspecified)	-2.6	9.4	1.8	-1.2	21.1	0.0	65.7	14.7	-5.6
CN=C1S/C(=C/c2cn(CC(=O)OC)c3ccccc23)C(=O)N1C	-1.6	4.9	-0.7	-24.9	11.8	67.1	-6.4	4.8	11.6
COc1ccc(CCNC(=O)c2nnn(-c3cccc(C)c3)c2N)cc1OC	0.3	-4.6	-0.6	-4.0	-5.0	0.3	12.9	7.7	-13.5
Cc1c(=O)n(OCc2cccc(F)c2)c2ccccc2[n+]1[O-]	-1.1	-2.5	1.9	-7.8	10.0	0.1	-18.9	8.9	-4.4
N#Cc1c(N)n(CCCN2CCOCC2)c2nc3ccccc3nc12	-4.4	-20.7	-3.9	-13.0	-60.0	0.3	x	12.5	2.3
Cc1ccc(NS(=O)(=O)c2ccc(OCC(N)=O)cc2)cc1	1.6	1.5	1.9	3.1	0.4	0.5	12.2	7.0	3.3
O=C(OCC(=O)c1ccc[nH]1)c1ccc(S(=O)(=O)N2CCCCCC2)cc1	-1.4	10.9	-1.0	1.9	-11.0	0.2	-10.6	10.4	-6.6
CC(=O)N1N=C(c2ccncc2)OC12CCCC2	-0.5	1.4	-1.8	10.1	10.9	0.1	20.9	16.7	-0.8
CC(C)c1ccc(C2=NN(c3ccccc3)C(=O)CC2)cc1	1.9	7.2	2.8	1.1	14.9	10.8	57.3	3.6	-2.5
COC(=O)c1c(NC(=O)c2nc3ccccc3s2)sc2c1CC(C)(C)NC2(C)C	5.6	4.3	6.5	-23.6	5.5	5.1	66.7	2.3	19.1
C/C(CC1(O)C(=O)Nc2ccccc21)=N\O (stereo unspecified)	-0.6	-7.0	1.5	-3.8	6.9	-0.5	5.1	9.8	1.0

One compound at a time, from the list above. Screens in order: TNF death inh	FXIa inh 1536	Wee1 stabilizer	Tb hexokinase	FXIIa inh 1536	L929 necroptosis	CHOP inhibitor	PGE2 EP2 inh	PPC-1+TRAIL kill
C/C(CC1(O)C(=O)Nc2ccccc21)=N\O (stereo unspecified) reads -0.6	-7.0	1.5	-3.8	6.9	-0.5	5.1	9.8	1.0
CN=C1S/C(=C/c2cn(CC(=O)OC)c3ccccc23)C(=O)N1C reads -1.6	4.9	-0.7	-24.9	11.8	67.1	-6.4	4.8	11.6
COC(=O)c1c(NC(=O)c2nc3ccccc3s2)sc2c1CC(C)(C)NC2(C)C reads 5.6	4.3	6.5	-23.6	5.5	5.1	66.7	2.3	19.1
Cc1c(=O)n(OCc2cccc(F)c2)c2ccccc2[n+]1[O-] reads -1.1	-2.5	1.9	-7.8	10.0	0.1	-18.9	8.9	-4.4
Cc1ccc(NS(=O)(=O)c2ccc(OCC(N)=O)cc2)cc1 reads 1.6	1.5	1.9	3.1	0.4	0.5	12.2	7.0	3.3

(more compounds)
SMILES	TNF death inh	FXIa inh 1536	Wee1 stabilizer	Tb hexokinase	FXIIa inh 1536	L929 necroptosis	CHOP inhibitor	PGE2 EP2 inh	PPC-1+TRAIL kill
COCCN(C(=O)CSc1nc2ccccc2c(=O)n1C(C)COC)c1c(N)n(Cc2ccccc2)c(=O)[nH]c1=O (stereo unspecified)	1.8	-2.5	0.1	-1.3	9.5	2.2	-0.2	1.4	-16.6
COc1ccc2nc(SCC(=O)NC(C)C)[nH]c2c1	-1.1	-6.9	-1.6	1.8	-0.1	0.1	-15.8	9.0	38.3
C/C(=N\Nc1cc(C)nc(-c2ccccc2O)n1)c1ccccc1	0.4	0.8	2.3	-5.3	0.8	6.8	43.7	3.6	11.6
O=C(NCc1ccco1)C(c1cccs1)N(Cc1ccccc1)C(=O)Cn1nnc2ccccc21 (stereo unspecified)	-4.8	-10.4	6.5	0.5	-9.9	-0.3	11.3	14.8	-3.5
Oc1c(Cl)cc(Cl)cc1/C=N/c1nc(-c2ccc(Cl)cc2)cs1	-1.0	-5.6	1.7	9.5	9.4	0.2	-2.4	4.8	7.1
Cc1cc(C(=O)NCc2ccco2)c2cc(F)ccc2n1	1.2	-3.3	-3.9	0.1	6.6	2.9	-13.1	1.9	-12.5
Cc1cc(C)nc(SCc2ccc([N+](=O)[O-])cc2)n1	-0.4	-4.2	-3.0	-5.9	7.3	1.5	4.5	9.7	10.9
C/C(=N\NC(=O)COc1c(C)cccc1C)c1cccs1	1.9	2.3	1.6	-13.7	9.6	1.1	8.3	7.3	20.2
CCc1ccc(-c2csc3ncn(CC(=O)NCc4ccco4)c(=O)c23)cc1	-2.4	1.1	-3.5	-7.2	9.4	-0.4	39.8	8.1&3.3	9.1
Cc1nn2c(Nc3ccccc3)c3c(nc2c1-c1ccccc1)CCC3	3.2	-4.3	-2.1	-14.0	-0.3	0.8	11.4	7.9	12.7
Fc1ccccc1-n1cn[nH]c1=S	-0.4	8.5	2.0	-1.0	5.9	-1.0	-15.6	5.0	3.9
COc1ccccc1C1CC(=O)NC(SCC(=O)Nc2ccccc2)=C1C#N (stereo unspecified)	0.8	2.4	5.3	-4.0	11.2	1.3	15.7	11.3	-2.5

Entries listed above that bear a hit mark in Wee1 stabilizer:
molecule	FXIa inh 1536	Wee1 stabilizer	Tb hexokinase	FXIIa inh 1536	CHOP inhibitor
COc1ccc(Cl)c2c1[nH]c1nc(SCc3cccnc3)nnc12	-3.8	12.7*	-5.1	1.0	86.1*

Carrying on.
SMILES	TNF death inh	FXIa inh 1536	Wee1 stabilizer	Tb hexokinase	FXIIa inh 1536	L929 necroptosis	CHOP inhibitor	PGE2 EP2 inh	PPC-1+TRAIL kill
C/C(=N\NC(=O)C1CC1)c1cccc(NC(=O)c2cccc(Cl)c2)c1	2.4	0.4	4.8	13.0	11.0	4.9	-27.1	5.2	10.1
COc1cc(OC)c(NC(C)C(=O)NCc2ccccc2)cc1Cl (stereo unspecified)	-0.1	3.3	-2.0	2.2	-3.6	1.6	-10.8	10.5	x
CCOC(=O)c1c(C)c(C(=O)Nc2cc(F)ccc2F)c(C)n1C	-2.6	6.1	1.0	-4.5	0.3	1.6	x	3.8	8.7
CCOc1cc(CNCCc2ccc(S(N)(=O)=O)cc2)ccc1OCc1ccccc1	-7.8	-7.2	-1.3	-0.6	0.3	0.6	12.0	8.3	12.9
CCOC(=O)c1sc2ncn(/N=C/N(C)C)c(=O)c2c1C	-0.5	-10.2	-0.4	-19.2	-6.1	-0.1	-15.4	8.9	20.4
CCNC(=O)COC(=O)CCNC(=O)c1ccc(Cl)cc1	5.1	7.7	2.3	-8.0	3.6	2.1	4.2	11.4	0.7
O=C(NNc1ccccc1C(F)(F)F)c1cccs1	2.2	-1.1	6.8	-10.5	3.9	0.6	1.2	21.5	-8.7
C/C(=C\C=C(C#N)C#N)c1cc(C#N)c(N)o1	-4.7	17.5	1.4	-12.1	-3.6	0.6	23.6	17.1	21.0
O=C(CCN1C(=O)C2CC=C(Cl)CC2C1=O)NCc1ccccc1 (stereo unspecified)	-1.0	4.8	-0.4	7.0	11.0	0.9	13.4	16.8	21.8
CCc1ccc(C(=O)/C=C/Nc2ccc(S(=O)(=O)Nc3onc(C)c3C)cc2)cc1	2.4	6.2	0.4	18.7	11.3	3.0	38.9	8.8	2.2
CC1(C)CC(=O)C(Sc2ccccc2)=C(O)C1	-1.0	2.1	-3.7	0.3	10.0	0.0	-3.8	12.3	8.4
C/C(=N\Nc1nnc(C)c(=O)[nH]1)C(=O)O	-1.5	0.3	1.6	13.9	7.7	0.2	2.0	4.3	11.5

An excerpt from above in order of their number in FXIa inh 1536, low to high.
canonical_smiles | FXIa inh 1536 | Wee1 stabilizer | Tb hexokinase | FXIIa inh 1536 | CHOP inhibitor
CCOC(=O)N1CCC(N2Cc3cccc(C(=O)NCc4ccc5c(c4)OCO5)c3C2=O)CC1 | -6.0 | -3.5 | -4.4 | 3.2 | 18.3
CC(=O)N1N=C(c2ccncc2)OC12CCCC2 | 1.4 | -1.8 | 10.1 | 10.9 | 20.9
COc1cc(S(=O)(=O)N2CCCCC2)ccc1NC(=O)c1ccccc1Cl | 12.7 | 0.3 | 0.9 | 22.9 | 13.3

Carrying on.
SMILES	TNF death inh	FXIa inh 1536	Wee1 stabilizer	Tb hexokinase	FXIIa inh 1536	L929 necroptosis	CHOP inhibitor	PGE2 EP2 inh	PPC-1+TRAIL kill
Cc1cc(C)n(-c2nc3ccccc3c(=O)n2OCC(N)=O)n1	-1.2	1.8	0.2	2.1	10.3	-0.4	-13.0	6.6	11.7
CCN=c1sc(C(=O)Nc2ccccc2)c(C)n1CC	1.6	-2.0	-1.2	-14.5	4.2	1.1	15.9	5.6	5.2
O=C(NCc1ccc(Cl)cc1)c1cc(=O)[nH]c2ccc(S(=O)(=O)N3CCOCC3)cc12	0.0	-0.6	-2.0	-13.9	7.6	1.2	-18.1	14.4	-13.9
O=C(COC(=O)c1ccncc1)NCc1ccccc1	-3.5	2.9	4.1	-1.8	8.1	-0.2	3.8	8.4	-0.9
O=C(CSc1ccc(Cl)cc1)NNC(=O)c1cccnc1	0.3	0.5	0.8	2.7	4.0	1.4	17.5	4.0	-0.4
COc1ccc(-n2c(SCC(=O)N3CCCC3)nc3ccccc3c2=O)cc1	0.2	-4.3	5.1	-2.9	3.0	1.6	0.8	3.9	x
